12-LOX inh: inhibitors of human 12S-lipoxygenase ALOX12; purified 12hLO, xylenol orange hydroperoxide absorbance; Potency, µM (top dose mostly 108 µM), inactives show at the top dose activity change, negative = inhibition, usual class: inhibitors; 580,000 tested, 1.1% active; active = well fitted inhibition curve with a large enough effect; inconclusive = small, poorly fitted or top-dose-only effect, or another doubt; inactive = no such curve, though single readings can be large or run the other way
Target sequence (P18054 whole entry, looked up): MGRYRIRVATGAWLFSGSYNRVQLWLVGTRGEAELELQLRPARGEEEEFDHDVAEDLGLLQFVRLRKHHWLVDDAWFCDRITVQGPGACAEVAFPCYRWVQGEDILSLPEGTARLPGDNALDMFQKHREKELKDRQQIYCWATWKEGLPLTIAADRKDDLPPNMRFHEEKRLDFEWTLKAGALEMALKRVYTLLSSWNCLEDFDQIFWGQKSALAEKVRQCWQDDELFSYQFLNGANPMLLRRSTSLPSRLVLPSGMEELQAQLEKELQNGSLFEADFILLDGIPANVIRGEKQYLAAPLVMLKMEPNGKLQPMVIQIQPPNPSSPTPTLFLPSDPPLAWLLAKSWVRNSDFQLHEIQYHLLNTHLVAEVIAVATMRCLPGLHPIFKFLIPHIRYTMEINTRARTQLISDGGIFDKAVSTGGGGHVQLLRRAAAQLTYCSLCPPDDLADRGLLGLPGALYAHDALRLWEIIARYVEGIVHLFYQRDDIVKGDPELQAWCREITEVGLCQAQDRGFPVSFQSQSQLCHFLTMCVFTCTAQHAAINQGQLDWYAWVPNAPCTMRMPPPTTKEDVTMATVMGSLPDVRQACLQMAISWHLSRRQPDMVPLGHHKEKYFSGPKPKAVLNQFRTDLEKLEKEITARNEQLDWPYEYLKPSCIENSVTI
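Hydroperoxide product was detected by ferrous iron/xylenol orange as the 573 to 405 nm absorbance ratio. Arachidonic acid at 40 uM (final) was turned over for 30 min at room temperature by 150 nM human 12hLO, pH 7.0 Hepes buffer, after 15 min compound preincubation.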
The depositor's hits bear a star; ? = inconclusive; [ ] = dose if it differs, or a comment. % is set by controls: 0 for no effect and ±100 for the full control effect; potency is the fitted concentration of half-maximal effect.

12-LOX inh	mol
-10%	O=C(C(=O)N1CCC(CNS(=O)(=O)c2ccc(C(F)(F)F)cc2)CC1)c1cc2ccccc2o1
-9%[176 µM]	CCc1nc2c(c(-c3ccc(O)cc3)n1)CN(Cc1ccccc1)CC2
-7%	COc1ccc(-c2noc(Nc3ccc(OC)c(OC)c3)n2)cc1
4%	CCOc1ccc2c(c1)cc(C(=O)NCCOc1ccccc1)n2C
-5%	Cc1cc(=O)c(C(=O)Nc2nnc(C(C)C)s2)nn1-c1ccc(Cl)cc1
52%[activator]	COc1cc(=O)n2c(c1C(=O)Nc1cccc(Cl)c1)CCCC2
235%[activator]	CC(C)CCN1CCCCCCNC(=O)[C@@H]2CCC[C@@H]21
9%	COc1ccc(N2CN(CCN3CCOCC3)Cn3c2nc(C)c(C)c3=O)cc1
-1%	COC(=O)c1ccc(CNC(=O)COC(=O)Cc2ccc(Cl)cc2)cc1
-9%[176 µM]	O=C(O)c1ccc(CN2C[C@H](O)C[C@H]2c2nc(-c3ccncc3)no2)cc1
21%	COC[C@@H]1CN(CCCc2ccccc2)C[C@H]1C(N)=O
13%	OC[C@@H]1CN(CC2CC2)C[C@H]1c1nc(-c2ccncc2)no1
34%[activator]	Cc1ncoc1C(=O)N(C)C1CCc2nn(CC3CC3)c(=O)n2CC1 (stereo not drawn)
10%	COc1ccc(C(=O)COC(=O)CCC(=O)c2ccc(Cl)cc2)cc1Br
?	COC(=O)CSc1nc2c(c(=O)n(C)c(=O)n2C)n1Cc1ccccc1Cl
4%	COCc1nc(C2CCN(C(=O)NC3CCCCC3)C2)no1 (stereo not drawn)
-28%	COC(=O)c1cccc(COC(=O)C2=NN(C3CCS(=O)(=O)C3)C(=O)CC2)c1 (stereo not drawn)
44%[activator]	Cc1noc(C2CC3(CCN(C(=O)c4n[nH]c(=O)c5ccccc45)CC3)CN2C)n1 (stereo not drawn)
30%	COc1ccc(-c2noc(Nc3cc(C)ccc3OC)n2)cc1
57%[activator]	Cc1ccc(-c2cn[nH]c2C2CCCN(C(=O)CN3CCOCC3)C2)cc1 (stereo not drawn)
83%[activator]	c1ccc(CN(Cc2nc(-c3ccccn3)no2)CC2CC2)cc1
?	CN(C)C(CNC(=O)c1cc(=O)c2cc(Cl)ccc2o1)c1ccco1 (stereo not drawn)
32%[176 µM]	CC(=O)Nc1ccc(CNC[C@H]2Cn3cc(-c4ccc(C)cc4)nc3CO2)cc1
-14%	Cc1cnc(CN2CC3(CCCN(c4ccc(C#N)cn4)C3)CCC2=O)cn1 (stereo not drawn)
51%[activator][176 µM]	CN(Cc1ccccc1)Cc1cc(CC2(NCc3ccc(N(C)C)cc3)COC2)no1
-9%	O=C(Cc1ccc(Br)cc1)NC1=NCCS1
53%[activator]	COc1cccc(CNC(=O)c2cc3n(n2)CC(c2ccc4c(c2)OCO4)OC3)c1 (stereo not drawn)
70%[activator]	O=C(NC(C(=O)N1CCCC1)C1CCN(C(=O)c2ccccc2)CC1)c1ccc(F)cc1 (stereo not drawn)
4%	Cc1ccc(C(=O)CSc2nc3ccccc3c(=O)[nH]2)c(C)c1
71%[activator]	Cn1c2c(c3cc(F)ccc31)CN(C(=O)Nc1ccc(F)c(Cl)c1)CC2
?	Fc1ccc(CCNC(=S)NC2CCCC2)cc1
16%	COc1ccc(CN2C=C(C(=O)OCc3noc(C4CCCC4)n3)C(C)=NS2(=O)=O)cc1
35%[activator]	Cc1ccccc1CN1CCC(CN(Cc2cccnc2)C(=O)Cc2ccccc2)CC1
9%	Cc1nn(-c2ccc(F)cc2)c(Oc2ccc(F)cc2F)c1CCC(=O)N1CCCC1
?	Cc1nn(C(=O)COc2ccccc2)c(C)c1S(=O)(=O)N1CCc2ccccc2C1
10%	COc1ccc(CNC(=O)c2ccc(-c3ccc(N4CCSCC4)nc3)cc2)cc1OC

The last 5 compounds of the section before lead into the next:
12-LOX inh	mol
16%	COc1ccc(CN2C=C(C(=O)OCc3noc(C4CCCC4)n3)C(C)=NS2(=O)=O)cc1
35%[activator]	Cc1ccccc1CN1CCC(CN(Cc2cccnc2)C(=O)Cc2ccccc2)CC1
9%	Cc1nn(-c2ccc(F)cc2)c(Oc2ccc(F)cc2F)c1CCC(=O)N1CCCC1
?	Cc1nn(C(=O)COc2ccccc2)c(C)c1S(=O)(=O)N1CCc2ccccc2C1
10%	COc1ccc(CNC(=O)c2ccc(-c3ccc(N4CCSCC4)nc3)cc2)cc1OC
?	COc1cccc(-c2nc(-c3ccc4c(c3)CCC4)cs2)c1OC
-14%	COC(=O)C1=C(C)N(C)C(=NCc2ccc(OC)cc2)NC1c1ccc(Cl)cc1 (stereo not drawn)
?	O[C@@H]1C[C@@H](c2nnc3n2CCN(Cc2ccc4c(c2)CCO4)C3)N(Cc2ccccc2)C1
4%	O=C1C2=C(S[C@@H]3O[C@H](CO)[C@@H](O)[C@H](O)[C@H]3O2)C(=O)c2ccccc21
?	COc1ccc(CNS(=O)(=O)c2ccc3c(c2)N(C)CCS3)cc1
4%	Cc1c(C(=O)N2CCOCC2)cnn1-c1ccccc1F
2%	O=C(COc1ccccc1)N1CC(Oc2ccc(-c3noc(C4CCOCC4)n3)cc2)C1
38%[activator]	O=C(COC(=O)c1ccc(-c2nnc(-c3ccccc3)o2)cc1)c1ccc(F)cc1
-16%	O=C(Nc1c(NC2CCCCC2)c2ccccc2oc1=O)c1ccc(C(F)(F)F)cc1
15%	OCC1(CCCc2ccccc2)CCNCC1
48%[activator]	COCCN1C(=O)CCC2(C(=O)NCc3cn[nH]c3C)CCCC=C12 (stereo not drawn)
-9%	NC(=O)c1ccc(NC(=O)c2ccccc2CSc2nc3ccccc3o2)cc1

Part of the list above in order of SMILES length, rising.
12-LOX inh	mol
-7%	COc1ccc(-c2noc(Nc3ccc(OC)c(OC)c3)n2)cc1
?	COc1ccc(CNS(=O)(=O)c2ccc3c(c2)N(C)CCS3)cc1
34%[activator]	Cc1ncoc1C(=O)N(C)C1CCc2nn(CC3CC3)c(=O)n2CC1 (stereo not drawn)
?	CN(C)C(CNC(=O)c1cc(=O)c2cc(Cl)ccc2o1)c1ccco1 (stereo not drawn)
10%	COc1ccc(C(=O)COC(=O)CCC(=O)c2ccc(Cl)cc2)cc1Br
71%[activator]	Cn1c2c(c3cc(F)ccc31)CN(C(=O)Nc1ccc(F)c(Cl)c1)CC2
44%[activator]	Cc1noc(C2CC3(CCN(C(=O)c4n[nH]c(=O)c5ccccc45)CC3)CN2C)n1 (stereo not drawn)

Later entries.
12-LOX inh	mol
-30%	N/C(CN1CCCC1)=N\O
-11%	O=S1(=O)CC(N2CCCC2)CN1Cc1cn(Cc2ccc(C(F)(F)F)cc2)nn1 (stereo not drawn)
33%[activator]	CCN1CC(c2ccccc2)CC2(CCN(c3cc(N)ncn3)CC2)C1 (stereo not drawn)
-2%	COc1cccc(CC(=O)N2CC(C(=O)NCCc3ccncc3)C3(CCOCC3)C2)c1 (stereo not drawn)
-4%	Cc1oc(-c2ccccc2)nc1CC(=O)Nc1cccc(C(N)=O)c1
59%[activator][176 µM]	O=C(NCc1ccc(Cl)cc1)c1ccn2cncc2c1
?	O=C(CSc1ncnc2nc[nH]c12)Nc1ccccc1
25%	COCC1CCN(c2ccc(-c3nc(CCCc4ccccc4)no3)cn2)C1 (stereo not drawn)
-7%	CN(C)c1ncccc1CNC(=O)Cc1ccc(F)cc1
1%[176 µM]	N#CC1CCN(C(=O)c2nc(-c3ccccc3)c3ccccn23)CC1
25%	CC(C)NC(=O)N1CCOc2ccc(CCC(=O)NCCCN3CCOCC3)cc2C1
39%[activator]	N#CC(C(=O)/C=C/c1ccccc1)c1ccc(C(F)(F)F)cn1 (stereo not drawn)
26%	COc1ccc(-c2cc3c(=O)n(CCNC(=O)c4cc(Cl)ccc4F)ccn3n2)cc1
5%	Cc1ccc(NC(=S)NCCC2=CCCCC2)cc1F
-8%[176 µM]	O=C(c1cncnc1)N1CC[C@H](c2nc3ccc(F)cc3[nH]2)C1
-7%	CCOC(=O)C(NC(=O)/C=C/c1c(F)cccc1Cl)C(=O)OCC
35%[activator]	N#Cc1c(N)n[nH]c1CCCNC(=O)c1ccccc1-c1ncc(-c2ccccc2)o1
-41%	COC(=O)c1ccc2nc(-c3cccc(Br)c3)c(Cc3cccc(Cl)c3)n2c1
?	COc1ccc(CNC(=O)c2nc3nc(-c4ccccc4)c(Cl)cc3n2C)cc1OC
17%	Cc1nn(C)c(C)c1S(=O)(=O)N1C[C@@H](NS(C)(=O)=O)[C@H](C(C)C)C1
22%	O=c1c2c(-c3ccccc3)n3ncnc3nc2ccn1CCc1cccs1
42%[activator]	Cc1cc2c(c(=O)n(-c3ccccc3)c(=O)n2CC(=O)Nc2ccc(F)cc2)n1C
-56%	O=C1/C(=C/c2ccc(Cl)c(Cl)c2)C(c2ccccc2)Oc2ccccc21 (stereo not drawn)
18µM*	CN(C)S(=O)(=O)N1CC=C(c2c[nH]c3ccccc23)CC1

Reprinted at random: 2 entries already listed, in no set order.
12-LOX inh	mol
26%	COc1ccc(-c2cc3c(=O)n(CCNC(=O)c4cc(Cl)ccc4F)ccn3n2)cc1
?	COc1ccc(CNC(=O)c2nc3nc(-c4ccccc4)c(Cl)cc3n2C)cc1OC

Next results:
12-LOX inh	mol
52%[activator]	CCN1CCCC1CNC(=O)CC[C@H]1NC(=O)c2ccccc2NC1=O (stereo partly drawn)
24%	COc1ccc(OC)c(CN2CCCn3nc(C)c(-c4cccnc4N4CCOCC4)c32)c1
4%	CCN1c2cc(C(=O)Nc3ccc(Cl)c(C)c3)ccc2C(=O)N2CCCCCC21 (stereo not drawn)
1%	O=C(c1ccoc1)N1CCC(c2noc(C3CC3)n2)C1 (stereo not drawn)
16%[176 µM]	CC(C)c1noc([C@@H]2C[C@H](NC(=O)C3CCCCC3)CN2C)n1
?	Cn1nc(C(=O)OCC(=O)c2ccc(OC(F)F)cc2)c2ccccc2c1=O
?	Cn1c(-c2ccccc2)c(C(=O)C(=O)NCc2ccccc2)c2ccccc21
?	C=CCOc1cccc(NC(C)=O)c1
54%[activator][176 µM]	Cc1ccc(-c2cnc([C@@H]3COCCN3Cc3cnc[nH]3)[nH]2)cc1
21%	O=C(c1cccc(Cl)c1)N1CCc2nc(-c3ccc(Cl)cc3)nc(-c3ccccc3)c2C1
12%	O=C(CCc1c[nH]c2ccccc12)N1CCC(C(=O)N2CCCCCC2)CC1
16%	O=C(CCC1CCN(S(=O)(=O)c2cccc(F)c2)CC1)N1CCc2ccccc2C1
?	O=C(O)c1cccnc1SC(F)(F)F
?	O=C(C1CCOCC1)N1CC(Oc2cccc(-c3nc(-c4ccccc4)no3)c2)C1
23%	O=C(CCc1cccnc1)N1CCC(c2[nH]ncc2-c2cccc(F)c2)CC1
6%	Cc1ccc(C)c(NC(=O)CN2CCN(Cc3ccco3)CC2)c1
-1%	CCc1cccc2c(C(CC(=O)N3CCCCC3)c3cccc(OC)c3)c[nH]c12 (stereo not drawn)
9%	CC(=O)c1cccc(NC(=O)CCc2nc(CSc3nc4cc(C)ccc4o3)no2)c1
14%	COCC(=O)N1CCC(N2C(=O)C3(CCCCC3)C2c2ccccc2)CC1 (stereo not drawn)
13%	N#Cc1ccccc1COC(=O)c1ccc(CO)cc1
13%	Cc1cc2oc(=O)cc(Cn3cc(S(=O)(=O)N4CCCC4)ccc3=O)c2cc1C
12%	Clc1cccc(-c2nc(-c3ccncc3)no2)c1
?	N#CCOC(=O)CC(NC(N)=O)c1ccccc1 (stereo not drawn)
27%	O=C(CCN1Cc2ccccc2C1=O)N[C@H](c1cccs1)C1CC(O)C1 (stereo partly drawn)
8%	CCCN(CCC)C(=O)c1coc(COc2ccc3sc(C)nc3c2)n1
40µM*	CC(NC(=O)c1cc(-c2ccco2)nc2ccccc12)C(=O)NCc1ccccc1 (stereo not drawn)
-6%	CCCn1cc(C2CCN(S(=O)(=O)c3ccccc3Cl)CC2)c2ccccc21
79%[activator]	CC(C)CNC(=O)NC(=O)CSc1nnc(COc2ccccc2Cl)o1
28%	O=C(CSc1nc2ccccc2o1)N1CCN(CC(=O)N2CCCC2)CC1
-20%	O=c1cc(-c2ccccc2)c2ccc(OCc3ccc(-c4ccccc4)cc3)cc2o1
-21%	CC(C)(C)c1ccc(C(=O)Nc2ccc(Cl)cc2F)cc1
14%[176 µM]	COCCNc1cc(-c2noc([C@@H]3CCCN3C3CCN(C(C)=O)CC3)n2)ccn1
?	CC(=O)Nc1cccc(C(C)NC(=O)Nc2cc(Cl)cc(Cl)c2)c1 (stereo not drawn)
9%	Cc1cc(C(=O)N2C[C@@H](C)[C@@](C)(O)C2)cc(S(N)(=O)=O)c1C
19%	CC(NC(=O)OCc1ccccc1)c1nc2cccnc2n1C1CCCC1 (stereo not drawn)
106%[activator]	Cc1nn(C)c(C)c1-c1cc(C(=O)N[C@H]2CC[C@H]2NC(C)C)n(C)n1
10%[6.33 µM]	CC(=O)N1CCC2(CC1)CN(C(=O)C1CCN(C)CC1)Cc1ccccc1O2
34%[activator]	CC(C)(C)NC(=O)N1CCCN(C(=O)C2CC2)C(c2ccccc2)CC(=O)NCC1 (stereo not drawn)
39%[activator]	O=C1CCN(C(=O)[C@@H]2CCCN2C(=O)Nc2ccc3c(c2)OCCO3)CCCCCCN1
71%[activator]	CC(C)CCN1C(=O)CC[C@]2(C(=O)N3CCC(C)CC3)CCCC[C@@H]12
?	Cc1cccc2c(C=O)c(C(C)(C)C)[nH]c12
?	O=C1NCCC[C@@H]1NC(=O)[C@H]1CN(C(=O)c2cccc(F)c2)CCN1S(=O)(=O)c1ccc(F)cc1
3%	Cc1sc(NC(=O)C(Cc2ccccc2)Cc2ccccc2)c(C#N)c1C
-8%	C=CCOc1ccc(NC(=O)C2CC2)cc1

Only part of the results is shown, so the mix of outcomes need not match the whole.
